# Rev-erbA mod: modulators of Rev-erb alpha DNA binding, primary screen, biochemical, FITC-DNA, fluorescence polarization, uHTS | Nuclear receptor subfamily 1 group D member 1 (Homo sapiens), P20393 | Rev-erbα–FITC-DNA binding, 90 min | activity, % at 10 µM | 370,000 tested, 0.79% active | AID 1259318, 2017;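 active = activity above about 14%, limit read from the data; passing the limit was not always enough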;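 also: 0% = DMSO wells with 35 nM protein and 100% = DMSO wells with 750 nM protein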
# HTRA1 inh: HTRA1 serine protease inhibitors, primary screen, biochemical, fluorescence polarization, HTS | recombinant HTRA1, FP-rhodamine activity-based probe | inhibition, % at 5.96 µM | 340,000 tested, 0.5% active; in the data active = inhibition above about 36%;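 also: 0% = enzyme with DMSO and 100% = wells lacking enzyme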
# Target sequence (Q92743 whole entry, looked up): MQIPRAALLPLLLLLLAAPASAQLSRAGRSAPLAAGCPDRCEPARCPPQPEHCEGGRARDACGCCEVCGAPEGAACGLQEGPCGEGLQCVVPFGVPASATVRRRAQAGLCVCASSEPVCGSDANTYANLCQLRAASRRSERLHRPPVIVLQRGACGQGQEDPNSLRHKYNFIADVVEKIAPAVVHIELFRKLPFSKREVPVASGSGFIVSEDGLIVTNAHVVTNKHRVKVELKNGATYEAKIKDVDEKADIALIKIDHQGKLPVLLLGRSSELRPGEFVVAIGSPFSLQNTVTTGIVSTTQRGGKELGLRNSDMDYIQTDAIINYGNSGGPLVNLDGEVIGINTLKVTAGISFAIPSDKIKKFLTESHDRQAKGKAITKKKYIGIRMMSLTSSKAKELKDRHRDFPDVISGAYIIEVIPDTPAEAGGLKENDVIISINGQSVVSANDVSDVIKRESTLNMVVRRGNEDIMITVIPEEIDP
# rCAG RNA binder: binders of r(CAG) RNA repeats, primary screen, biochemical, fluorescence; r(CAG) RNA repeat, TO-PRO-1 dye displacement fluorescence; inhibition, % at 3 µM; 370,000 tested, 1.3% active; AID 651821, 2012;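 active = inhibition above the plate cutoff, the mean of all test compounds on that plate plus 3 SD, cut at about 35% in these data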;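 also: 0% = DMSO alone and 100% = 100 µM mitoxantrone as full dye displacement; higher means more dye released from RNA so lower well fluorescence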
# LEDGF integ inh: blockers of LEDGF/p75-dependent integrase strand transfer – biochemical, TR-FRET, high throughput, primary screen. HIV-1 integrase (with human LEDGF/p75). TR-FRET IN-LEDGF/p75 DNA integration, Eu/Cy5. inhibition, % at 3.7 µM. 370,000 tested, 0.64% active;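 active = inhibition above the screen-wide mean plus 3 SD, cut at about 13% in these data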;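 also: signal is the Cy5 over europium emission ratio at 671 and 618 nm; 0% = plate median of compound wells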
# PG9 Ab binder: binders of HIV-1 gp120 antibody PG9, primary screen, biochemical, TR-FRET; TR-FRET gp120-PG9 antibody binding; inhibition, % at 6.7 µM; 360,000 tested, 0.43% active; in the data active = inhibition above about 8.5%
# MBD2 inh: inhibitors of MBD2 binding to methylated DNA, primary screen, biochemical, TR-FRET, DNA-binding domain, human; AID 686964, 2013; inhibition, % at 4.4 µM; Methyl-CpG-binding domain protein 2 (Homo sapiens), Q9UBB5; MBD2 binding to methylated oligonucleotide; 370,000 tested, 0.31% active; in the data active = inhibition above about 13%
# UHRF1 MBD2 ctr: UHRF1 methylated DNA binding inhibitors, primary screen, counter-screen for MBD2 inhibitor project, biochemical, TR-FRET, human UHRF1, single concentration; UHRF1 binding to methylated oligo; AID 687016, 2013; 370,000 tested, 0.75% active; inhibition, % at 4.4 µM; E3 ubiquitin-protein ligase UHRF1 (Homo sapiens), Q96T88; in the data active = inhibition above about 21%;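 also: UHRF1 SRA domain binding a hemimethylated CpG hairpin DNA probe; 0% = median of test compound wells and 100% = reference inhibitor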
# PRMT1 FP inh: PRMT1 methyltransferase inhibitors, primary screen, biochemical, fluorescence polarization | 370,000 tested, 1.3% active | Protein arginine N-methyltransferase 1 (Homo sapiens), Q99873 | recombinant PRMT1, activity-based probe fluorescence polarization | AID 652257, 2013 | inhibition, % at 2.79 µM;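 active = inhibition above about 21% made by adding two undisclosed values, limit read from the data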
# Target sequence (Q99873 whole entry, looked up): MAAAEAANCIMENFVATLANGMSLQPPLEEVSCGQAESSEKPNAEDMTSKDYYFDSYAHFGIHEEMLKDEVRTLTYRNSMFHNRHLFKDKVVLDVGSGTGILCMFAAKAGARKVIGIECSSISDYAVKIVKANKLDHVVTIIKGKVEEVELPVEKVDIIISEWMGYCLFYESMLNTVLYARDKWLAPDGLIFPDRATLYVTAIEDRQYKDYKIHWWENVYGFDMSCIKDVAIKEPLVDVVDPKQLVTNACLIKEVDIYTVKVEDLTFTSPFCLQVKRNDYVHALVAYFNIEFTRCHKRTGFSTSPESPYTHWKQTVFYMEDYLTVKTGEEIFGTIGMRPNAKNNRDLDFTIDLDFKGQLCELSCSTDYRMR
# mABHD4 FP: ABHD4 inhibitors, primary screen, biochemical, fluorescence polarization, mouse. (Lyso)-N-acylphosphatidylethanolamine lipase (Mus musculus), Q8VD66. purified mABHD4, FP-Rh probe fluorescence polarization. inhibition, % at 8.92 µM. 370,000 tested, 0.54% active. AID 720543, 2013;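 active = inhibition exceeding the mean over every tested compound plus 3 SD, cut at about 30% in these data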;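 also: 0% = plate median of compound wells and 100% = S159A mutant with DMSO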
#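 Assay system: mABHD4 protein; medium: HEPES pH 7.0, NaCl, Pluronic buffer; dosing: 8.92 µM, single dose; schedule: 45 min + 60 min at 25 °C; signal: FP readout, ex 525 nm / em 598 nm; read-out: normalized percent inhibition of probe labeling; repeats: single replicate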
# TCR-CD3 inh: inhibitors of human TCR-CD3 interaction, primary screen, biochemical, fluorescence, TAMRA-labeled TCR probe | inhibition, % at 9.4 µM | AID 651800, 2012 | 360,000 tested, 0.37% active; in the data active = inhibition above about 19%;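 also: recombinant mutant TCR 2C K166C tagged with TAMRA read by polarization; 0% = receptor in buffer alone and 100% = receptor with positive control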
# An asterisk follows results filed as active; . = not tested or not shown. Not all compounds are listed; the hit share may differ from the screen's.
SMILES,Rev-erbA mod,HTRA1 inh,rCAG RNA binder,LEDGF integ inh,PG9 Ab binder,MBD2 inh,UHRF1 MBD2 ctr,PRMT1 FP inh,mABHD4 FP,TCR-CD3 inh
COC(=O)c1ccccc1N(C)C(=O)C12CCC(C)(C(=O)O1)C2(C)C (stereo unspecified),0,-5,-4,0,1.0,2,-2,0,2,-1
Cc1nn(-c2cc(Cl)ccc2N)c(=O)c2ccccc12,0,3,-3,-1,-1.0,-3,-1,-1,-1,5
COCCN1C(=O)COc2ccccc2C1C(=O)NC(C)(C)C (stereo unspecified),5,.,0,-2,-0.7,-6,0,-2,4,0
CCOc1ccc(S(=O)(=O)NCC2CCCO2)cc1NC(=O)c1ccccc1F (stereo unspecified),5,1,1,0,-2.0,-1,0,0,5,5
CS(=O)(=O)N(CCc1ccccc1)CC(=O)N1CCN(c2ccc(F)cc2)CC1,-2,0,-4,2,0.3,-1,-1,0,1,-1
OCCN(Cc1ccccc1)C(=S)Nc1ccc(Cl)cc1Cl,-1,-16,1,-1,0.0,0,-1,0,0,4
CC(=O)c1ccc(NC(=O)c2ccc3c(c2)C(=O)N(c2ccccn2)C3=O)cc1,-6,-4,1,-1,-0.7,6,-1,-1,-4,-3
CCOC(=O)c1[nH]c2cc3c(cc2c1NC(=O)CN1CC(C)CC(C)C1)OCO3 (stereo unspecified),0,-1,-2,-2,-1.3,3,12,3,2,2
CC(=O)C1=C(C)Nc2ncnn2C1c1ccccc1OCc1ccccc1 (stereo unspecified),1,1,2,1,1.9,-6,-1,-2,-5,1
CC(C)c1ccc(N2C(=O)[C@@H]3Cc4ccccc4CN3C2=O)cc1,-1,3,-5,-2,1.1,1,1,-3,-1,-2
CC1CCCC(C)N1C(=O)CN1C(=O)C(C)(C)Oc2ccc(C(=O)NC3CCCC3)cc21 (stereo unspecified),-3,-10,-1,-2,2.1,-1,1,-4,8,3
O=C(CSc1nnc(-c2ccccc2)n1-c1ccccc1)NCc1ccco1,-7,5,-2,4,1.5,-2,1,-1,-4,3
COC(=O)c1cc(NC(=O)C2(S(=O)(=O)c3ccc(Cl)cc3)CC2)cc(C(=O)OC)c1,-1,-17,-5,-2,-1.1,-3,0,-2,2,10
Cc1nnc(SCCn2c(N3CCC(C)CC3)nc3c2c(=O)n(C)c(=O)n3C)s1,1,4,-4,1,1.5,-1,5,1,2,3
CC1(C)CC(=O)C2=C(C1)Nc1cc(Cl)ccc1S2,1,6,-5,-4,-5.8,-1,-4,3,10,0
CSCCC(NC(=O)c1ccccc1Cl)C(=O)N1CCC1 (stereo unspecified),3,-4,-1,-4,0.6,4,3,-1,2,-3
CCc1ccc(CN(C)C(=O)CCc2nnc(CCc3ccccc3OC)o2)nc1,0,8,-10,1,-1.0,-4,3,6,-2,-3
Cc1ccc(-c2nc(C#N)c(NCCN3CCCCC3)o2)cc1,-2,0,-8,3,-1.3,6,-1,-6,3,6
O=C(C1COc2ccccc2O1)N1CCN(Cc2ccc(Br)cc2F)CC1 (stereo unspecified),5,-1,-7,-1,0.4,0,0,2,-5,1
CC(Oc1cccc(Cl)c1)c1ccnc2nc(/N=C/N(C)C)nn12 (stereo unspecified),0,-2,-5,1,-0.6,0,2,-2,-2,3
O=c1c(-c2ccccc2)c(O)cc(-c2ccncc2)n1-c1ccc(Cl)cc1,-7,-1,2,-4,-1.1,-2,-1,-4,-5,10
CCCNC(=O)C(=O)Nc1cc2c3c(c1)CCC(=O)N3CCC2,5,7,-1,3,-1.5,-1,0,-1,1,0
COc1ccc(CNC(=O)C(NC(C)=O)C(=O)Nc2ccc(OC)cc2)cc1 (stereo unspecified),-4,-3,-2,-1,-1.2,1,-2,1,-1,2
OCC[C@H]1C[C@H](O)[C@@H](O)[C@@]2(CCCCO2)O1,1,-1,-1,0,1.8,-7,1,-3,2,3

# Some of the entries above in a different format.
canonical_smiles: O=c1c(-c2ccccc2)c(O)cc(-c2ccncc2)n1-c1ccc(Cl)cc1
  Rev-erbA mod: -7	HTRA1 inh: -1	rCAG RNA binder: 2	LEDGF integ inh: -4	PG9 Ab binder: -1.1	MBD2 inh: -2	UHRF1 MBD2 ctr: -1	PRMT1 FP inh: -4	mABHD4 FP: -5	TCR-CD3 inh: 10
canonical_smiles: CC(Oc1cccc(Cl)c1)c1ccnc2nc(/N=C/N(C)C)nn12 (stereo unspecified)
  Rev-erbA mod: 0	HTRA1 inh: -2	rCAG RNA binder: -5	LEDGF integ inh: 1	PG9 Ab binder: -0.6	MBD2 inh: 0	UHRF1 MBD2 ctr: 2	PRMT1 FP inh: -2	mABHD4 FP: -2	TCR-CD3 inh: 3

# The list goes on:
SMILES,Rev-erbA mod,HTRA1 inh,rCAG RNA binder,LEDGF integ inh,PG9 Ab binder,MBD2 inh,UHRF1 MBD2 ctr,PRMT1 FP inh,mABHD4 FP,TCR-CD3 inh
CCCSc1ccc([C@H]2N[C@@](CC(C)C)(C(=O)OC)[C@H]3C(=O)N(C)C(=O)[C@@H]23)cc1,1,-6,-9,-2,-3.4,-3,-1,2,-3,4
COc1ccc(CNC(=O)C/C(C)=N/NC(=O)COc2ccccc2)cc1,10,4,0,1,-1.9,4,4,-5,-4,7
Cc1ccc2c(CN(C)Cc3cccc(Cl)c3)cc(=O)oc2c1C,11,-28,-2,4,-1.1,-5,-3,-3,-10,0
CN(Cc1ccc(Cl)s1)C(=O)CSc1nnc(C2CC2)n1C1CC1,-8,8,1,2,-1.7,-1,-1,-5,4,2
O=C1CCC(C(=O)N2CCN(c3ccccc3)CC2)CN1CC1CCCCC1 (stereo unspecified),-1,-2,-5,3,-0.3,-2,-1,-3,-2,6
CC(Sc1nnc(-c2ccco2)n1C)C(=O)Nc1nccs1 (stereo unspecified),-5,1,2,7,-4.3,-2,0,-2,-2,0
COc1ccc(CN=C2NC(=O)CC(C(=O)Nc3ccccc3C)S2)cc1 (stereo unspecified),0,4,-2,1,0.7,0,8,20,-10,-11
Cc1nc(/C(N)=N/OC(=O)c2ccccc2Cl)c(C(F)(F)F)o1,-5,6,0,1,-2.0,-4,-2,1,0,11
CC(=O)Cn1ncc(Br)c(Br)c1=O,-6,10,0,-7,0.1,1,1,4,5,-6
N#C/C(=C\c1cccnc1)C(=O)Nc1ccc(SC(F)F)cc1,-6,-11,4,3,-1.4,6,16,5,-10,0
Cc1[nH]c2ccccc2c1CN1CCc2ccccc2C1,-1,12,7,8,-1.7,14*,21*,-1,17,5
Cc1cc(/C=C2\C(=N)N3N=CSC3=NC2=O)c(C)n1Cc1ccccc1,-2,-13,25,-5,-0.6,1,0,-1,2,-5
O=C(NCc1ccc(Cl)cc1)C(=O)Nc1nccs1,-8,-6,0,3,-1.1,0,1,2,1,1
Cc1nc2scc(C)n2c(=O)c1S(=O)(=O)NCCc1ccccc1,-3,0,-1,-2,1.3,8,5,10,-7,-1
Cc1nc2nc[nH]n2c(=O)c1CCOC(=O)c1ccccc1F,0,3,0,1,0.0,2,2,-2,-4,-2
O=[N+]([O-])c1cccc(C=NNc2ccccc2)c1,2,10,2,-1,-0.4,3,2,0,6,9
O=[N+]([O-])c1cccc(/C([O-])=C(/C(=S)Nc2cccc3ccccc23)[n+]2ccccc2)c1,-1,12,8,-1,-2.8,0,-3,10,21,5
O=C(Nc1cccnc1)c1ccc(S(=O)(=O)c2ccccc2)cc1,-4,-1,-2,-2,-0.3,-9,-5,-2,2,12
CN1CCN(CCOc2cccc(Cl)c2)CC1,0,5,-2,-3,0.5,-1,0,0,4,2
CSc1ncnc2c1ncn2CCCNCc1ccccn1,-5,4,3,-1,0.4,-7,3,-4,-1,-7
CNC(=O)c1cn(-c2ccccc2)c(=O)c2ccccc12,3,0,0,2,3.1,7,2,1,2,1
O=C(NCc1ccc(F)cc1)C1CCCN1C(=O)Nc1ccc(Cl)cc1 (stereo unspecified),-2,4,1,-2,-0.1,0,-2,0,-4,4
CCOC(=O)C1(C)NC(c2ccco2)C2C(=O)N(CC)C(=O)C21 (stereo unspecified),3,-2,0,-1,-0.7,0,0,0,3,6
CC(C)N(Cc1ccccc1)S(=O)(=O)N(C)C,-1,-3,0,1,0.7,0,-1,0,7,6

# Twelve entries from above, with values under each structure:
# Each structure is followed by: Rev-erbA mod	HTRA1 inh	rCAG RNA binder	LEDGF integ inh	PG9 Ab binder	MBD2 inh	UHRF1 MBD2 ctr	PRMT1 FP inh	mABHD4 FP	TCR-CD3 inh
O=C(NCc1ccc(Cl)cc1)C(=O)Nc1nccs1
→ -8	-6	0	3	-1.1	0	1	2	1	1
Cc1nc2scc(C)n2c(=O)c1S(=O)(=O)NCCc1ccccc1
→ -3	0	-1	-2	1.3	8	5	10	-7	-1
Cc1nc2nc[nH]n2c(=O)c1CCOC(=O)c1ccccc1F
→ 0	3	0	1	0.0	2	2	-2	-4	-2
O=[N+]([O-])c1cccc(C=NNc2ccccc2)c1
→ 2	10	2	-1	-0.4	3	2	0	6	9
O=[N+]([O-])c1cccc(/C([O-])=C(/C(=S)Nc2cccc3ccccc23)[n+]2ccccc2)c1
→ -1	12	8	-1	-2.8	0	-3	10	21	5
O=C(Nc1cccnc1)c1ccc(S(=O)(=O)c2ccccc2)cc1
→ -4	-1	-2	-2	-0.3	-9	-5	-2	2	12
CN1CCN(CCOc2cccc(Cl)c2)CC1
→ 0	5	-2	-3	0.5	-1	0	0	4	2
CSc1ncnc2c1ncn2CCCNCc1ccccn1
→ -5	4	3	-1	0.4	-7	3	-4	-1	-7
CNC(=O)c1cn(-c2ccccc2)c(=O)c2ccccc12
→ 3	0	0	2	3.1	7	2	1	2	1
O=C(NCc1ccc(F)cc1)C1CCCN1C(=O)Nc1ccc(Cl)cc1 (stereo unspecified)
→ -2	4	1	-2	-0.1	0	-2	0	-4	4
CCOC(=O)C1(C)NC(c2ccco2)C2C(=O)N(CC)C(=O)C21 (stereo unspecified)
→ 3	-2	0	-1	-0.7	0	0	0	3	6
CC(C)N(Cc1ccccc1)S(=O)(=O)N(C)C
→ -1	-3	0	1	0.7	0	-1	0	7	6

# (more compounds)
SMILES,Rev-erbA mod,HTRA1 inh,rCAG RNA binder,LEDGF integ inh,PG9 Ab binder,MBD2 inh,UHRF1 MBD2 ctr,PRMT1 FP inh,mABHD4 FP,TCR-CD3 inh
Cc1cc(NC(=O)CCC(=O)N(c2ccc(F)cc2)C(C(=O)NC2CCCC2)c2ccccc2)no1 (stereo unspecified),-5,-6,-3,2,-0.6,-5,1,2,-5,4
N#Cc1c(NC(=O)c2cnn3cccnc23)sc2c1CCCC2,-20,1,0,-6,0.6,-2,2,19,7,2
O=C(OCC(=O)N1CCCCCC1)c1ccc(Cl)nc1,2,3,-1,1,-1.8,1,0,-1,-6,0
COc1ccc(NS(=O)(=O)c2cccc(C(=O)NCC3(N4CCOCC4)CCCCC3)c2)cc1,-2,-7,-1,-3,0.1,5,3,0,5,-5
